Assay outcomes as filed in PubChem.
KinaseGlo FLuc – blocks Kinase-Glo luciferase, a counter-screen artifact; Q27757; Kinase-Glo luciferase, ATP luminescence, 8 min; Potency, µM (doses to about 38.3 µM), for the others: at the highest dose activity change, negative = inhibition, hits mostly inhibitors; actives 0.28% (n = 200,000); AID 1379; also: potency is read from the fitted curve at half-maximal effect; % is scaled to controls: 0 for no effect and ±100 for the full control effect; nearly all actives have a fitted effect of over 60% in size
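Kinase-Glo luciferase light output from ATP and luciferin was measured with 10 uM ATP, within the enzyme's linear range. Buffer: 50 mM imidazole pH 7.2, 50 mM KCl, 7 mM MgCl2, 0.01% Tween 20, 0.05% BSA; luminescence read after 8 min at ambient temperature.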
Epigenetic derep – epigenetic control regulation, reporter derepression; actives 0.2% (n = 280,000); AID 1865; Potency, µM (series often up to 53.9 µM), for inactives: at the highest dose GFP activation, usual class: activators; murine LDR cells, GFP reporter derepression, 30 h; also: potency is read from the fitted curve at half-maximal effect; % of control where 0% means no effect; nearly all actives have a fitted effect of over 60% in size
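In this reporter-derepression format, murine cells bearing a silenced integrated CMV-GFP locus incubate with test compound (30 h, 37 C), then are washed and imaged; fluorescent objects of 20–120 um count as induced cells.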
L3MBTL1 inh – L3MBTL1 (human) inhibition; Potency, µM (highest dose often 57.1 µM), without a hit: at the highest dose activity, negative = inhibition, most hits filed as inhibitors; actives 0.66% (n = 230,000); AID 485360; Q9Y468; AlphaScreen L3MBTL1–H3K9me1 peptide binding; also: potency is read from the fitted curve at half-maximal effect; % is scaled to controls: 0 for no effect and ±100 for the full control effect; nearly all actives have a fitted effect of over 60% in size
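First, the protein-peptide complex forms for 30 min at room temperature (L3MBTL1 50 nM, biotinylated H3K9me1 peptide 75 nM). Next, compounds are pin-transferred and incubated 30 min. Finally, AlphaScreen beads are added and read after 30 min.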
IMPase Li cell – IMPase inhibition in cells with lithium potentiation; Potency, µM (doses to about 59.4 µM), for the others: at the highest dose activity, negative = IMPase inhibition, most hits filed as inhibitors; CHO-M1 cells, IP1 TR-FRET (IP-One), carbachol + lithium; actives 0.35% (n = 210,000);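 also: IP1 builds up when IMPase is blocked and the TR-FRET signal falls; potency is read from the fitted curve at half-maximal effect; plate controls were basal vehicle for no effect and high inhibitor control for full effect; nearly all actives have a fitted effect of over 50% in size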
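CHO cells stably expressing M1 receptor (2000/well, cultured 16–30 h) treated 30 min at 37C with compound plus low lithium. Cytosolic IP1 by TR-FRET (665/620 ratio and 620 channel) after 10 min lysis; AC50 by Hill fit.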
HTT aggregate – reduces HttQ103-GFP aggregates in PC12 cells | Potency, µM (doses to about 46.1 µM), without a hit: at the highest dose activity change, negative = inhibition, usual class: inhibitors | PC12 HttQ103-GFP aggregates, Acumen cytometry, 40 h | actives 1.1% (n = 220,000); also: potency is read from the fitted curve at half-maximal effect; % is scaled to controls: 0 for no effect and ±100 for the full control effect; nearly all actives have a fitted effect of over 60% in size
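Quantitative HTS on tebufenozide-induced (100 nM) PC12 cells stably expressing polyQ103 Huntingtin exon 1–GFP. Reduction of bright GFP aggregates, detected by laser scanning cytometry after lysis, identified actives across the titration.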
NPSR antag – neuropeptide S receptor (human) antagonism, cAMP | CHO-NPSR cells, cAMP TR-FRET, antagonist mode | Potency, µM (top dose mostly 38.3 µM), for inactives: top-dose activity change, negative = inhibition, actives largely listed as inhibitors | actives 1% (n = 220,000); also: potency is read from the fitted curve at half-maximal effect; % is scaled to controls: 0 for no effect and ±100 for the full control effect; nearly all actives have a fitted effect of over 50% in size; many of its hits are not listed in these tables
Target sequence (Q6W5P4 whole entry, looked up): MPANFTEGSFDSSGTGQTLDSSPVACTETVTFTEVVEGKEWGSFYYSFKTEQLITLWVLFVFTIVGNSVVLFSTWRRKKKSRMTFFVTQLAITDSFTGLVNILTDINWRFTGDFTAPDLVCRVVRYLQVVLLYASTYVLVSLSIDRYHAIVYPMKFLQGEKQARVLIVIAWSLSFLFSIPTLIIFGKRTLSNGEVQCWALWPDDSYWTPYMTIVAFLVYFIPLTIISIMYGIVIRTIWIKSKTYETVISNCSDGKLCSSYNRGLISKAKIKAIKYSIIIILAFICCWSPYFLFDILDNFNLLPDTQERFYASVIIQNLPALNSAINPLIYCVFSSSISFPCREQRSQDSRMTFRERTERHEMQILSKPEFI
CBFb RUNX1 block – inhibitors of human CBF-beta and RUNX1 interaction | Potency, µM (doses to about 59.8 µM), for inactives: at the top dose activity, negative = inhibition, hits mostly inhibitors | AlphaScreen CBFb-His/RUNX1-biotin binding, biochemical | Q01196+Q13951 | 230,000 tested, under 10 active; also: % of control where 0% means no effect
Target sequence (Q01196 whole entry, looked up): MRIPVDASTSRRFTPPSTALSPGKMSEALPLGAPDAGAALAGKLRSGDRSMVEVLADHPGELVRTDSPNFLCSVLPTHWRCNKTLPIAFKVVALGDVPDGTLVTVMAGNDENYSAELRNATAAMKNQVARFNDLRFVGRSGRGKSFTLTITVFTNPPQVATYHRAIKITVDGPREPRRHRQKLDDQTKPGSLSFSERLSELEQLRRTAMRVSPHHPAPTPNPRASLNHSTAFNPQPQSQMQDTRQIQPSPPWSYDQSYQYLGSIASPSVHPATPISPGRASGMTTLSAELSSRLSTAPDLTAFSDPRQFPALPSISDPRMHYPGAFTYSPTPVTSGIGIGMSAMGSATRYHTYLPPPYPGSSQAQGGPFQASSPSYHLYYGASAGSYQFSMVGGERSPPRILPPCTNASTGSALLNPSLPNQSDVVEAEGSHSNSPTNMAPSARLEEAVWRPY
Target sequence (Q13951 whole entry, looked up): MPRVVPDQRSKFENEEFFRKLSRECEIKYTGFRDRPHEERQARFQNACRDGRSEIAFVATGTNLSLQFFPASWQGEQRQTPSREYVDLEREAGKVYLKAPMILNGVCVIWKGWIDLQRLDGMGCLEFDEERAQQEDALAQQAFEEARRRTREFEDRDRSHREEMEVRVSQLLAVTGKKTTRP
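Proteins preincubated together for 20 min at RT before compound addition; 15 min later, nickel and streptavidin beads were added and left 90 min prior to AlphaScreen measurement.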
* hit, by the source's call; ? = inconclusive; nt = not tested or not shown; & = joins results of further samples; [ ] = remark or other dose. Calls follow the shape of the dose curve; as a rule, active = well fitted curve in the direction sought with a large enough effect; inconclusive = small, poorly fitted or top-dose-only effect, or another doubt; inactive = no such curve, though single readings can be large; an effect the other way counts as inactive or inconclusive.

Each structure is followed by: KinaseGlo FLuc, Epigenetic derep, L3MBTL1 inh, IMPase Li cell, HTT aggregate, NPSR antag, CBFb RUNX1 block
CC(=O)Cc1nsc(NC(=O)c2ccc(-c3ccc(Cl)c(C(F)(F)F)c3)o2)n1
    -1%, -0.9%, 0%, -9%[38.3 µM], 0%, -3%[46.1 µM], 9%
COc1cc2c(cc1OC)CN(C(=O)c1cccs1)CC2
    -1%, -0.3%, 3%, 3%[38.3 µM], 4%, -7%[46.1 µM], 3%
Cc1ccc(C)[n+](CC(=O)N2CCCCC2)c1
    3%, -5.1%, 3%, 9%, 11%[9.22 µM], 12%, -2%
CC(O)(CS(=O)(=O)Cc1ccccc1)C(=O)Nc1cccc(C(F)(F)F)c1 (configuration not stated)
    -1%, 6.3%, 5%, 2%[38.3 µM], -6%, -15%[46.1 µM], -1%
Cc1ccc2nc(N/C(=N/S(=O)(=O)c3ccc(F)cc3)c3ccccc3)sc2c1
    4%, 2.8%, 14%, 2%, ?, -51%, -7%
CC(=O)N(C)c1ccc(NS(=O)(=O)Cc2ccccc2)cc1
    -1%, -4.2%, 6%, -17%[38.3 µM], 16%, -3%[46.1 µM], -1%
CCCN1C(=O)SC(CC(=O)Nc2cccc3ccccc23)C1=O (configuration not stated)
    2%, -2.0%, -6%, -2%, ?, 4%[46.1 µM], 2%
CC(C)Cn1c2c(c(O)c(C(=O)Nc3ccc(F)cc3)c1=O)CCCC2
    nt, -3.8%, 2%, nt, -19%, -19%[46.1 µM], 0%
COc1ccc(C2C3=C(CC(C)(C)CC3=O)N(C)C3=C2C(=O)CC(C)(C)C3)cc1
    2%, 1.6%, 6%, 4%, -20%, -10%, 25%
CC1(C)CC(=O)c2c(-c3cccs3)n[nH]c2C1
    -5%, -6.6%, nt, 28%[38.3 µM], 8%, -9%[46.1 µM], 2%
O=C(Nc1cccc([N+](=O)[O-])c1)c1ccncc1
    5%, 0.0%, 3%, 7%, 6%, 16%, 4%
Cn1c(C(=O)N2CCc3ccccc3C2)cc2oc3ccccc3c21
    1%, -1.0%, 9%[11.4 µM], 16%, ?, -13%, -30%
Cc1cc(C)n2ncc(/C(N)=N/OC(=O)Nc3ccccc3)c2n1
    nt, -1.4%, -18%, nt, -1%[9.22 µM], 4%[7.67 µM], 3%
CCOc1cc(CNC)ccc1OCC(=O)NC(C)(C)C
    -1%, 0.8%, 1%, 0%, -2%, 13%, -3%
CCn1cc(/C=N\NC(=O)COc2cccc(C)c2C)c(C)n1
    3%, -0.6%, 9%, 4%, 17%, 11%, -6%
Cc1nn(Cc2ccccc2)c(N)c1C#N
    14%, -0.9%, 5%, -11%[38.3 µM], 6%, 3%[46.1 µM], 14%
O=C(NNc1ccc([N+](=O)[O-])cc1)C12CC3CC(CC(C3)C1)C2
    -8%, -1.8%, 3%, -19%[38.3 µM], 17%, -12%[46.1 µM], 2%
CC1SC(c2ccccc2)N(CC(O)c2ccc([N+](=O)[O-])cc2)C1=O (configuration not stated)
    -1%, 0.9%, nt, 8%, 13%, -36%, -8%
Cc1cc(C(=O)CSc2nnnn2C)c(C)n1CCc1ccc(Cl)cc1
    11%, -2.9%, 8%, -2%[38.3 µM], 13%, -14%[46.1 µM], 2%
Cc1cc(C(=O)CN2C(=O)C(=O)N(C3CCCC3)C2=O)c(C)n1-c1ccc(F)cc1
    -3%, -4.2%, -8%, 5%, ?, -15%, -27%

Part of the list above, as comma-separated lines:
Molecule,KinaseGlo FLuc,Epigenetic derep,L3MBTL1 inh,IMPase Li cell,HTT aggregate,NPSR antag,CBFb RUNX1 block
CC(O)(CS(=O)(=O)Cc1ccccc1)C(=O)Nc1cccc(C(F)(F)F)c1 (configuration not stated),-1%,6.3%,5%,2%[38.3 µM],-6%,-15%[46.1 µM],-1%
Cc1ccc2nc(N/C(=N/S(=O)(=O)c3ccc(F)cc3)c3ccccc3)sc2c1,4%,2.8%,14%,2%,?,-51%,-7%
CC(=O)N(C)c1ccc(NS(=O)(=O)Cc2ccccc2)cc1,-1%,-4.2%,6%,-17%[38.3 µM],16%,-3%[46.1 µM],-1%
CCCN1C(=O)SC(CC(=O)Nc2cccc3ccccc23)C1=O (configuration not stated),2%,-2.0%,-6%,-2%,?,4%[46.1 µM],2%
CC(C)Cn1c2c(c(O)c(C(=O)Nc3ccc(F)cc3)c1=O)CCCC2,nt,-3.8%,2%,nt,-19%,-19%[46.1 µM],0%
COc1ccc(C2C3=C(CC(C)(C)CC3=O)N(C)C3=C2C(=O)CC(C)(C)C3)cc1,2%,1.6%,6%,4%,-20%,-10%,25%
CC1(C)CC(=O)c2c(-c3cccs3)n[nH]c2C1,-5%,-6.6%,nt,28%[38.3 µM],8%,-9%[46.1 µM],2%
O=C(Nc1cccc([N+](=O)[O-])c1)c1ccncc1,5%,0.0%,3%,7%,6%,16%,4%
Cn1c(C(=O)N2CCc3ccccc3C2)cc2oc3ccccc3c21,1%,-1.0%,9%[11.4 µM],16%,?,-13%,-30%
Cc1cc(C)n2ncc(/C(N)=N/OC(=O)Nc3ccccc3)c2n1,nt,-1.4%,-18%,nt,-1%[9.22 µM],4%[7.67 µM],3%
CCOc1cc(CNC)ccc1OCC(=O)NC(C)(C)C,-1%,0.8%,1%,0%,-2%,13%,-3%

Going on with the list:
Each structure is followed by: KinaseGlo FLuc, Epigenetic derep, L3MBTL1 inh, IMPase Li cell, HTT aggregate, NPSR antag, CBFb RUNX1 block
CC(C(=O)N1c2ccccc2CCc2ccccc21)n1nnc(-c2ccc(N(C)C)cc2)n1 (configuration not stated)
    6%, 3.5%, -25%, 12%, -3%, -22%[46.1 µM], ?
CN1C(C)(C)CCCC1(C)C
    -3%, -0.1%, 11%, 2%&-17%&1%, 7%, 12%[46.1 µM], -1%
O=C1c2ccc3c4c(ccc(c24)C(=O)N1CCCCO)C(=O)N(CCCCO)C3=O
    -1%, -1.1%, nt, 12%, 5µM*, -33%, -27%
CSc1ccc(NC(=O)NCCCN2CCN(c3ccccc3F)CC2)cc1
    0%, 5.2%, -1%, 2%[38.3 µM], 14%, -17%[46.1 µM], -15%
S=C(Nc1ccc(Cl)cc1)NC1CC2CCCC(C1)N2C1CC1 (configuration not stated)
    7%, -0.9%, 11%, 2%, -3%, -13%[46.1 µM], 10%
COc1ccc(-c2[nH]ncc2CN2CCCO2)cc1F
    2%, -1.2%, 5%, 5%, -29%, 0%, 6%
C=CCNC(=O)/C(=C/c1ccc(Br)cc1)NC(=O)c1ccccc1OC
    -1%, 2.5%, nt, -2%, -17%, -4%, 3%
COc1cccc(CSc2nc3ccncc3[nH]2)c1
    nt, 1.1%, -4%, nt, -8%[9.22 µM], 19%, 0%
COc1cc(NC(=O)COC(=O)CNC(=O)c2cc(C)cc(C)c2)c(C)cc1[N+](=O)[O-]
    3%, -1.0%, -10%, -9%, -7%, 6%, 3%
O=C(CCCN1C(=O)c2ccccc2C1=O)Nc1cccnc1
    2%, -1.0%, -25%, 1%, 12%, 14%, -10%
CS(=O)(=O)Nc1ccccc1C(=O)NCc1ccco1
    4%, -2.1%, 25%[11.4 µM], 14%[38.3 µM], -11%, -2%[46.1 µM], 4%
O=C(NC1CC1)C1=C[C@H](c2ccc(Br)cc2)C[C@H](OCc2ccc(CO)cc2)O1
    nt, 4.8%, nt, nt, 32%[9.22 µM], -53%, 4%
COC(=O)CCc1c(C)[nH]c(C(=O)OCc2ccccc2)c1C
    0%, 4.4%&1.4%, -11%, 13%[38.3 µM], -4%[9.22 µM], -29%[46.1 µM], -8%&-4%
CN(CC(=O)O/N=C(\N)c1ccccn1)S(=O)(=O)c1cc(Cl)ccc1Cl
    nt, -1.0%, -5%, nt, -17%, -8%[46.1 µM], 9%
O=C(Nc1ccc(N2CCN(C(=O)c3ccco3)CC2)c(Cl)c1)c1cccnc1
    1%, -1.3%, -1%, 13%, -25%, -3%, -7%
CCOC(=O)c1c(C)[nH]c(C)c1C(=O)CSc1nnc(-c2ccncc2)n1Cc1ccccc1
    -1%, -2.0%, nt, -6%[38.3 µM], 0%, -3%[46.1 µM], 4%
OC(c1ccccc1)c1nc2ccccc2s1 (configuration not stated)
    -4%, 1.3%, -2%, -15%[38.3 µM], -6%, -10%[46.1 µM], -5%
CCC(C)C1=CC(=Nc2c(C)n(C)n(-c3ccccc3)c2=O)C=C(C(C)CC)C1=O (configuration not stated)
    -10%, 5.6%, -16%, 31%[activator], -17%, -57%, -7%
Cn1nnc(NC(=O)COc2ccc(C3CCCCC3)cc2)n1
    0%, -2.1%, 29%[11.4 µM], 10%[38.3 µM], -6%, -10%[46.1 µM], 9%
CCCCNC(=S)N1CCN(C(c2ccccc2)c2ccccc2)CC1
    -1%, -1.4%, 25%, 8%, ?, -55%, -4%
O=C(COn1nnc2ccc(C(F)(F)F)cc21)Nc1nnc(-c2ccccc2)o1
    0%, 0.7%, 34%[activator], -2%, ?, -5%[46.1 µM], 16%
COc1ccc(/C=C(\NC(=O)c2ccccc2)C(=O)N/N=C/c2ccncc2)cc1
    -5%, 1.3%, -5%, 5%[38.3 µM], 20%, -12%[46.1 µM], 2%
CC1CCCN(C(=S)Nc2ccc(Nc3ccccc3)cc2)C1 (configuration not stated)
    2%, 0.5%, -21%, 7%, -19%, 16%, -24%
CCn1c(SCC(=O)Nc2ccc(Cl)cc2)nc2nc3c(cc2c1=O)CCCC3
    0%, -1.0%, 0%, 16%, 3%, -46%, 1%
O=C(NC1CC1)C1=C[C@@H](c2c[nH]c3ccccc23)C[C@@H](OCCCCO)O1
    nt, -1.7%, nt, nt, 1%[9.22 µM], -2%, 7%
Clc1ccc2c(c1)C(c1cccs1)=NNC(c1cccnc1)=N2
    -4%, 0.0%, -2%, 1%[38.3 µM], -4%, -11%[46.1 µM], -10%
CCOc1ccc2nc(N/C(N)=N/C(=S)Nc3ccc(C)c(C)c3)nc(C)c2c1
    -1%, -0.9%, -10%, 5%, 5%, 2%, -4%
O=C(Nc1ccc(Oc2ccc(NC(=O)Nc3ccc([N+](=O)[O-])cc3)cc2)cc1)Nc1ccc([N+](=O)[O-])cc1
    nt, 6.5%, -19%, nt, -25%[9.22 µM], ?, 11%
CCn1c2ccccc2c2cc(NC(=O)CSc3nnc(-c4ccc(OC)cc4)n3N)ccc21
    2%, 0.0%, 10%, -6%[38.3 µM], -34%, ?, -1%

An excerpt, so the mix of outcomes need not match the whole.
